Compound activity deposited in PubChem BioAssay by several laboratories.
MT stabilizer = microtubule stabilizers in HeLa cells, primary screen, imaging, high-content imaging | 200,000 compounds, 0.83% hits | % tubulin-high responders, % at 10 µM | HeLa tubulin immunostaining HCS, 24 h; share of cells brighter than vehicle mean+2SD;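 active means plate Z-score above 3 for both tubulin-high and condensed-nucleus cell shares, with cell loss under 80%, at 10 µM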;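 further: anti alpha tubulin signal scored within the nucleus-defined area of each cell; some results filed as inactive read as strong as hits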
M1AAP inhibition = P. falciparum M1AAP inhibitors, biochemical, fluorogenic H-Leu-NHMec substrate, 1536-well (AID 1445). one-dose inhibition, % at 30 µM; IC50 in µM for titrated hits. Aminopeptidase N (Plasmodium falciparum (isolate 3D7)). recombinant M1AAP, H-Leu-NHMec fluorogenic kinetic assay; higher % means a stronger effect. 220,000 compounds, 0.42% hits;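 active means primary inhibition above the hit cutoff, then over 50% inhibition at one or more dose response concentrations, cut at about 23% in these data, passing the limit was not always enough; inconclusive means conflicting primary data, or primary hits not chosen for dose response; inactive means low primary inhibition, or under 50% at every dose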;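 further: plate controls were DMSO full reaction for no effect and no enzyme background for full effect; strong numbers were not always called active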
bCat nuc transl = modulators of beta-catenin nuclear translocation, primary screen, imaging, HeLa cells, immunofluorescence, high-content; nuclear translocation activity, % at 5 µM; 190,000 compounds, 0.3% hits;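 active means nuclear translocation activity above 50% at 5 µM, with a well cell count of 50 or more; inconclusive means wells under 50 cells across six images, flagged as toxic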;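 further: per-cell ratio of nuclear to cytoplasmic median beta-catenin stain intensity; plate controls were DMSO negative control for no effect and GSK-3 inhibitor IX positive control for full effect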
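assay system = human HeLa cells, endogenous beta-catenin | times = compound treatment 24 h, 37°C, 5% CO2 | detection = Anti-beta-catenin immunofluorescence on PFA-fixed, Triton-permeabilized cells, DAPI nuclei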
Insulin prom up = insulin promoter activators in MIN6 cells, imaging, high-content screening, mouse beta cells; 190,000 compounds, 0.3% hits; z-score at 5 µM; AID 1625, 2009; MIN6 insulin promoter-GFP reporter; active compounds read high;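 active means z-score above 3 at 5 µM with at least 500 cells counted in the well; inconclusive means wells under 500 cells, flagged as cytotoxic or low count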
Autophagy mod = autophagy modulators in MEF cells, primary screen, imaging, high-content, MEF GFP-LC3; 190,000 compounds, 0.98% hits; MEF GFP-LC3 puncta imaging; test concentration mostly 10 µM; calls only at 10 µM (by protocol);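 active means percentage of spot-positive cells more than 3 SD above its plate mean, without a fluorescence outlier flag or 80% toxicity; inconclusive means no clear call, values can overlap the other calls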;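 further: spot-positive cell cutoff set from DMSO-treated cells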
M17LAP inhibition = P. falciparum M17LAP inhibitors, primary screen, biochemical, fluorogenic H-Leu-NHMec substrate, 1536-well (AID 1619). inhibition, % at 30 µM; hits with a dose series show IC50 in µM. recombinant M17LAP, H-Leu-NHMec fluorogenic kinetic assay; higher % means a stronger effect. Leucine aminopeptidase (Plasmodium falciparum (isolate 3D7)). 220,000 compounds, 0.38% hits;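 active means compound inhibiting the enzyme by more than half at any dose during confirmatory dose-response retesting; inconclusive means strong single-dose inhibitors picked by rank but not retested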;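 further: plate controls were full reaction with DMSO carrier for no effect and no enzyme background for full effect; strong numbers were not always called active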
K1F lysis inhibition = inhibition of K1F phage lysis, E. coli UTI89, bacterial capsule biogenesis inhibitors, alamar blue (AID 488966). E. coli UTI89 K1F phage lysis, alamar blue, 2 h; higher % means a stronger effect. one-dose inhibition, % at 100 µM; IC50 in µM for titrated hits. 340,000 compounds, 0.02% hits;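 active means phage lysis inhibition, versus mean bacterial control, above a set limit; inconclusive means no clear call, values can overlap the other calls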;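 further: capsule biogenesis inhibitors block K1F phage lysis so surviving cells raise fluorescence; higher fluorescence means more inhibition of phage lysis; actives were called in the ten point dose series up to 300 µM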
Dynein cargo inh = inhibitors of GR-EGFP nuclear translocation, primary screen, dynein cargo transport inhibitor project, imaging, high-content, 3617.4 mouse cells; test concentration mostly 20 µM; stimulated with dexamethasone, 1 µM; active compounds read low; 220,000 compounds, 0.47% hits; z-score, hits read low;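 active means plate z-score of nuclear minus cytoplasmic receptor signal below a set negative limit, without overly bright fluorescence or cell loss, cut at about -3.5 in these data, passing the limit was not always enough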;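 further: z-score of nuclear minus cytoplasmic ring GR-EGFP intensity difference per well; some compounds called inactive have numbers as strong as hits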
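Schedule: 48 h induction, then 1 h compound, then 30 min agonist, 37 °C. Buffer or medium: tetracycline-free induction medium containing charcoal-stripped FBS. Reagent: 1.0 µM final dexamethasone stimulus. Evaluation: nuclear versus cytoplasmic GR-EGFP signal, averaged per well. Signal: high-content fluorescence imaging after fixation.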
ER stress rescue = rescue of cells from ER stress-induced death, primary screen, 384-well, CSM14.1, thapsigargin, ATP luminescence (AID 1222); CSM14.1 thapsigargin-induced death rescue, ATP luminescence; higher % means a stronger effect; cellular ATP content (survival), % at 20 µM; hits with a dose series show EC50 in µM; 190,000 tested, under 10 active;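 active means EC50 below 50 µM in the dose-response confirmation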;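 further: death triggered by thapsigargin at about 15 µM added after 2 h compound pretreatment; cell ATP read after overnight thapsigargin exposure of roughly 18 to 22 hours; normalized against plate controls of thapsigargin alone and 5% DMSO vehicle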
Dynein cargo inh cytoplasmic EGFP = further read-out of Dynein cargo inh, marked with its call; z-score; measured here: cytoplasmic GR-EGFP intensity; active compounds read high
Dynein cargo inh nuclear GR-EGFP = second read-out of Dynein cargo inh, no call of its own (marks repeat the call); z-score; measured here: nuclear GR-EGFP intensity;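 lower value marks the stronger effect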
Dynein cargo inh cell count = second read-out of Dynein cargo inh, no call of its own (marks repeat the call); z-score; measured here: cell count per field
Insulin prom up cell count = second read-out of Insulin prom up, no call of its own (marks repeat the call); cell count; measured here: cytotoxicity, nuclei count;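 total cells summed across four imaged fields per well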
bCat nuc transl cell count 5 µM = further read-out of bCat nuc transl, marked with its call; cell count; measured here: cell count, cytotoxicity flag
MT stabilizer Hoechst-high % = recorded beside MT stabilizer, whose call it bears; % Hoechst-high responders; measured here: nuclear condensation Hoechst responders;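 share of cells brighter than vehicle mean plus two SD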
MT stabilizer cytotoxicity % = second read-out of MT stabilizer, no call of its own (marks repeat the call); toxicity, %; measured here: cytotoxicity by cell density;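 0% = mean cell density of plate MIN control wells and 100% = no cells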
Autophagy mod cell loss 18 h = also measured in Autophagy mod; calls as there; toxicity, %; measured here: cell loss, nuclei count;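 cell loss after 18 h compound exposure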
Active calls of the source: *; i = inactive; ? = inconclusive; . = no result given; [ ] = remark or other dose.

SMILES	MT stabilizer	MT stabilizer Hoechst-high %	MT stabilizer cytotoxicity %	M1AAP inhibition	bCat nuc transl	bCat nuc transl cell count 5 µM	Insulin prom up	Insulin prom up cell count	Autophagy mod	Autophagy mod cell loss 18 h	M17LAP inhibition	K1F lysis inhibition	Dynein cargo inh	Dynein cargo inh cytoplasmic EGFP	Dynein cargo inh nuclear GR-EGFP	Dynein cargo inh cell count	ER stress rescue
O=C(Nc1ccccc1Cl)N1CCN(c2ccc3nnc(-c4ccccc4)n3n2)CC1	1.5	3.9	6.7	14.6%	.	.	-1.33	836	i	5.9	1.8%	-1.4%	0.706	-0.281	0.56	0.241	3.1%
Cc1ccccc1/C=C/C12NC(=O)CN1c1ccccc1C2(C)C (stereo unspecified)	.	.	.	4.5%	1.8	1295	-0.18	1108	.	.	-3.7%	-1.9%	-0.77	-0.237	-0.416	1.07	.
Cc1cc(N2CCC(C)CC2)nc2ccc(N3C(=O)CCC3=O)cc12	1.4	1.2	1.6	7.0%	-0.3	940	1.12	1245	i	-5.7	-35.9%	1.1%	0.0175	-0.198	0.426	0.628	-3.2%
Cc1ccccc1NC(=O)Cn1c(=O)sc2ccccc21	3.2	1.0	8.0	3.2%	2.6	884	0.18	1708	i	-4.2	13.6%	0.4%	-0.33	-0.178	-0.0987	0.466	-0.8%
COc1ccc(N2CCN(CCCNC(=O)C3(S(=O)(=O)c4ccc(Cl)cc4)CC3)CC2)cc1	4.7	1.5	6.1	6.6%	.	.	-0.59	1225	i	21.7	16.0%	6.2%	-0.0572	-0.209	0.247	0.546	.
Cc1ccc(/C(N)=N/OC(=O)c2ccc3c(c2)OCO3)cc1	4.0	2.1	0.7	-2.5%	-0.8	1065	-0.22	1463	i	7.2	7.0%	1.0%[50 µM]	-0.488	-0.25	-0.161	1.25	-4.6%
O=C(CSc1nnnn1-c1ccccc1)N1CCc2ccccc2C1	3.8	2.1	6.5	-0.2%	.	.	-0.63	1269	i	-5.5	1.8%	0.1%	1.03	-0.238	0.325	-0.908	-1.9%
Cc1ccc(S(=O)(=O)Nc2nc3ccccc3s2)cc1	2.5	1.3	6.1	0.9%	.	.	-0.19	950	i	-15.1	14.3%	-0.4%	-0.968	-0.236	-0.237	0.691	2.4%
O=C1OC(NC(=O)c2ccccc2)C(n2cc(CO)nn2)=C1Cl (stereo unspecified)	6.0	3.4	9.1	21.0%	-2.6	1063	1.74	740	i	-6.6	-11.6%	0.5%	0.574	-0.128	0.614	-1.29	-1.6%
N#CCC(=O)Nc1ncc(Cc2ccccc2Cl)s1	3.3	1.6	0.7	3.0%	-3.9	1052	.	.	i	18.7	4.9%	0.6%	0.257	-0.251	-0.126	0.884	-0.8%
CCOC(=O)C1CCCN(c2ncnc3c2cnn3-c2ccc(Cl)cc2)C1 (stereo unspecified)	4.9	6.8	9.9	-3.5%	-3.8	1398	0.76	1073	i	4.2	-5.7%	2.1%	0.00832	-0.328	0.0303	0.901	-2.5%
CC(=O)NC(=O)COC(=O)c1ccc2ncsc2c1	1.0	1.2	4.0	2.5%	-0.6	1072	.	.	i	11.1	1.9%	0.4%	-0.354	-0.281	-0.21	0.287	-0.3%
CC(C)(C)NC(=O)COC(=O)c1cc(S(=O)(=O)N2CCCCC2)ccc1N1CCOCC1	2.4	1.1	4.7	-4.2%	-4.4	1242	0.35	980	i	31.7	2.0%	1.3%	1.71	-0.139	1.46	0.111	-4.9%
O=Cc1c(-c2ccccc2)nc2ccccn12	.	.	.	2.4%	-0.7	1312	0.58	1280	.	.	1.0%	0.3%	-0.184	-0.228	-0.183	0.165	.
CCOC(=O)C1=C(C)NC2(O)c3ccccc3C(=O)C12O (stereo unspecified)	2.8	1.8	3.9	12.4%	1.0	1234	-0.33	1490	i	0.1	-6.2%	2.5%	0.146	-0.153	0.243	0.0663	-1.2%
Cc1nc(N2CCN(C(=O)c3ccco3)CC2)c2c3c(sc2n1)CCCC3	3.2	1.4	1.5	11.9%	0.5	1083	?	.	i	17.8	1.7%	-0.1%	-0.158	-0.273	-0.489	1.32	-0.8%
O=C(/C=C/c1cccc([N+](=O)[O-])c1)NCc1ccco1	1.8	2.6	13.7	10.9%	.	.	-0.08	1434	i	-1.0	17.2%	1.6%	-0.288	-0.226	0.0166	-0.0821	2.0%
CC(C)(C)n1ncc2c(=O)n(CC(=O)N3CCCC3)cnc21	2.9	2.7	5.7	0.2%	-2.1	980	-0.3	1637	i	4.5	-0.7%	0.6%	-0.379	-0.291	-0.603	-0.563	-0.8%
CC1CC(C)CN(CCOc2ccc(Cl)cc2Cl)C1 (stereo unspecified)	1.7	0.8	2.8	-4.9%	3.2	1113	-0.12	874	i	-13.5	12.2%	-0.4%	0.0716	-0.382	0.193	0.0755	-1.4%
O=C(CCc1ccccc1)NNC(=O)c1ccccc1Br	1.9	2.6	2.3	-2.1%	.	.	0.55	1443	i	8.6	13.5%	?	0.75	-0.329	0.299	-0.28	-1.7%
COc1cccc(CNC(=O)c2cccc(Br)c2)c1	4.5	2.1	5.7	3.5%	.	.	0.53	1293	i	1.1	8.5%	4.2%	0.000966	-0.19	-0.326	-0.175	-0.8%
O=C(CC1C(=O)NCCN1C(=O)Nc1ccccc1)Nc1cccc(C(F)(F)F)c1 (stereo unspecified)	2.2	1.2	7.0	-0.9%	.	.	-0.27	1315	i	-8.1	3.8%	-0.6%	-0.592	-0.125	-0.531	-0.509	-2.0%
Cc1cc2c(c(=O)n1Cc1ccccn1)C(C(C)C)C(C#N)=C(N)O2 (stereo unspecified)	4.5	2.8	7.8	5.6%	-3.2	956	-0.13	1365	i	-8.0	-5.4%	0.9%	0.0577	-0.441	-0.0271	0.334	-1.2%
CC(C)CCNC(=O)C1CCN(S(=O)(=O)c2ccc3c(c2)CCC(=O)N3)CC1	6.4	3.2	2.8	3.7%	.	.	1.17	839	i	5.5	-6.7%	-3.0%	-0.855	-0.233	-0.389	0.435	2.2%
CC(C)n1nc(C(=O)Oc2cc(Cl)ccc2Cl)c2ccccc2c1=O	2.8	1.8	8.1	-5.2%	3.0	809	-0.27	1257	i	-8.2	-8.5%	0.0%	-1.29	-0.0533	-0.817	0.44	0.8%
Cc1nc2nc(SCC(=O)NCCCN3CCOCC3)nn2c(C)c1Cc1ccccc1	1.7	1.4	5.7	9.3%	-1.9	1092	-0.1	1233	i	1.6	-0.5%	0.1%	-0.0378	-0.219	-0.0888	-0.0476	0.2%
O=C(c1ccc2c3n(nc2c1)-c1ccc(Cl)cc1CO3)N1CCCCC1	.	.	.	0.8%	-1.9	1055	0.03	763	.	.	-9.0%	4.0%	-0.137	-0.762	0.216	0.242	.
COc1ccc(CNC(=O)CN(c2cccc([N+](=O)[O-])c2)S(C)(=O)=O)cc1	4.0	2.0	1.9	16.7%	-0.6	1476	0.51	1463	i	7.7	-2.5%	0.0%	-1.08	-0.202	-0.591	-0.187	1.4%
CCN(CC)C(=O)c1ccccc1NC(=O)c1cccc(S(=O)(=O)N(CC)CC)c1	3.3	3.9	4.1	7.0%	-2.2	541	-0.79	1196	i	12.8	8.4%	0.8%[50 µM]	-0.386	-0.266	0.665	0.46	-2.3%
c1cncc(-c2nc3cc4ccccc4cc3[nH]2)c1	1.5	1.8	5.6	5.0%	.	.	.	.	i	9.1	-3.3%	-0.1%	-0.558	-0.19	-0.781	0.568	-8.2%
COC(=O)COc1ccc(=O)n(-c2ccccc2)n1	1.6	1.1	4.5	2.1%	-0.7	1095	0.36	799	i	0.0	-8.3%	4.0%	0.251	-0.296	0.281	1.32	-1.6%
COc1cc(OC)cc(-c2cc(NC(C)=O)n[nH]2)c1	2.7	3.2	13.0	-0.2%	-0.1	1128	.	.	i	-10.5	1.0%	2.1%	-1.61	-0.183	-0.385	0.174	.
CC(C)(C)c1nc(SCC(=O)Nc2nc3c(s2)CCCC3)c2ccccc2n1	1.4	1.3	6.6	4.2%	.	.	.	.	i	2.0	-9.8%	0.6%	-0.425	-0.245	-0.521	0.781	-0.2%
O=C(O)C1C2C=CC(C2)C1C(=O)N1CCN(CCO)CC1 (stereo unspecified)	8.4	0.9	9.0	0.2%	-0.9	1338	-0.13	1357	i	19.6	-2.8%	0.1%	-1.11	0.155	-0.208	0.132	-0.5%
Cn1nnnc1SCC(=O)Nc1cccc(S(=O)(=O)N2CCCC2)c1	2.4	2.3	7.2	3.0%	0.8	1053	0.18	1202	i	34.8	-3.0%	-0.1%	-0.513	-0.188	0.103	0.713	-0.9%
CCN(CC(=O)NC1CCS(=O)(=O)C1)c1nc(-c2cccnc2)nc2ccccc12 (stereo unspecified)	4.1	1.4	1.9	9.8%	-2.6	1419	-0.34	1361	i	4.1	4.0%	-0.3%	-0.526	-0.26	-0.0736	1.46	-1.7%
CCCCCCC1CC(CC(=O)Nc2ccc([N+](=O)[O-])cc2)C(=O)O1 (stereo unspecified)	2.1	2.9	10.8	3.2%	0.7	1111	0.31	1538	i	2.5	17.8%	0.5%[50 µM]	-0.632	-0.248	-0.611	0.255	-2.8%
